High-throughput results (PubChem BioAssay)
SIRT5 block – inhibitors of human sirtuin-5 desuccinylase; Q9NXA8; Purified SirT5, succinyl-peptide AMC, trypsin-coupled fluorescence; inhibition, % at 15 µM; 1.1% of 330,000 active; AID 652115; in the data active = inhibition above about 15%
Target sequence (Q9NXA8 whole entry, looked up): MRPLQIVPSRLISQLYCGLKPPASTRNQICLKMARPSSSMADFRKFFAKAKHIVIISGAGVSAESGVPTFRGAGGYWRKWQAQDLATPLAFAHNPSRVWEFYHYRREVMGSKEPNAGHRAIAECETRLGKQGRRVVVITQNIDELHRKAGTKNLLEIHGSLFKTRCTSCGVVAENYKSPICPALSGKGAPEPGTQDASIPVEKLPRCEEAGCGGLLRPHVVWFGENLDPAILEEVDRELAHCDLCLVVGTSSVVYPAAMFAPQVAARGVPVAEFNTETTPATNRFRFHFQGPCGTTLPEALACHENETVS
ERAP1 HTS inh – ERAP1 (human) enzyme inhibition; Q9NZ08; recombinant ERAP1, Leu-AMC fluorescence, 60 min; inhibition, % at 10.7 µM; 0.15% of 340,000 active;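 active = mean replicate inhibition of at least 30%, or all replicates individually reaching that 30% level; inactive = mean below 30% and not every replicate reaching it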;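 also: 0% = neutral control wells and 100% = L-leucinethiol positive control wells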
CASP6 VEID inh – blocks human caspase-6 cleavage activity | 0.53% of 350,000 active | purified caspase-6, Z-VEID-R110 cleavage fluorescence | P55212 | AID 686996 | inhibition, % at 12.5 µM;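 active = mean inhibition across replicates at least about 35%, with every replicate also reaching that limit, limit read from the data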;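 also: 0% = median of neutral control wells and 100% = no fluorescence left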
Target sequence (P55212 24-179 limits assumed): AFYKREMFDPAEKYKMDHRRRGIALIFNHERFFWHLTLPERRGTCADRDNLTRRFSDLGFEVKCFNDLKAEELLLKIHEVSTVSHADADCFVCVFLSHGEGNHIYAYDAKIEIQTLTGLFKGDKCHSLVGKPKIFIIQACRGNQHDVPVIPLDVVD
Target sequence (P55212 194-293 limits assumed): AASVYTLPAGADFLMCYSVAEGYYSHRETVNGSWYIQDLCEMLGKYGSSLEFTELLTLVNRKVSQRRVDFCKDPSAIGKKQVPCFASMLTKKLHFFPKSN
DENV2 CPE – protects cells from dengue virus 2 cytopathic effect. DENV2-infected cells, cytopathic effect rescue, plate reader. CPE inhibition, % at 9.99 µM. 1.7% of 350,000 active; in the data active = CPE inhibition above about 20%, passing the limit was not always enough; tested in BHK-21 cells;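 also: 0% = median of neutral control wells and 100% = median of positive control wells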
miR-122 sensor – blocks miR-122 activity in Huh7 sensor cells; activation (reporter increase), % at 12.5 µM; 0.3% of 340,000 active; Huh7 miR-122 Renilla luciferase sensor, 48 h; neutral wells = 0, positive control = 100; AID 602342;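 active = mean replicate activation score at least 90 and every replicate individually at or above 90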;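 also: higher luciferase means less miR-122 activity so hits act as miR-122 inhibitors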
F508del corr – correctors of CFTR F508del function in bronchial epithelial cells. CFBE cells, YFP halide quenching; stimulated with forskolin plus potentiator P3; % fluorescence drop versus neutral controls. activity (quench increase), % at 7.58 µM. AID 720511. 0.36% of 350,000 active;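 active = mean added fluorescence quench of at least 8% versus neutral control, with both replicates also reaching 8%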;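 also: cells transiently co-express mutant CFTR-F508del with the halide-sensitive YFP; corrector assay measuring rescue of mutant channel to the surface after 24 h compound exposure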
ERp5 block – inhibitors of human ERp5. Q15084. ERp5 insulin aggregation, absorbance 650 nm, 90 min. inhibition, % at 9.99 µM. 0.05% of 350,000 active;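 active = mean replicate inhibition above about 25%, with every replicate also reaching it, limit read from the data, passing the limit was not always enough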
Target sequence (Q15084 whole entry, looked up): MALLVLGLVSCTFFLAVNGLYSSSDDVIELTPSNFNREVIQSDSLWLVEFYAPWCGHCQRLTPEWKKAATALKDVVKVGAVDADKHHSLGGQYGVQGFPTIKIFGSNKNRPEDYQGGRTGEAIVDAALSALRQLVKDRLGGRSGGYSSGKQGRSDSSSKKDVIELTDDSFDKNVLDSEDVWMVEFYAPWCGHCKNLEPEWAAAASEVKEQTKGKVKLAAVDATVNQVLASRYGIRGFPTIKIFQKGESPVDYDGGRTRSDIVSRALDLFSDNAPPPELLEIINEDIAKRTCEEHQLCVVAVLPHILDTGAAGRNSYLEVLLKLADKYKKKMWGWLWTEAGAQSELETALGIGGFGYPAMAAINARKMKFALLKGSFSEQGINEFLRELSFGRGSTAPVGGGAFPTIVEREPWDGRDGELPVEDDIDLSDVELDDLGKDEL
An asterisk follows results filed as active; [ ] = another dose, or the depositor's remark.

`CCN(CC)c1ccc(C(=O)Nn2c(C)nc3ccccc3c2=O)cc1` gave SIRT5 block 1, ERAP1 HTS inh -4, DENV2 CPE 5, F508del corr -4.2 and ERp5 block 2.
Screening CO[C@@H](CN(C)C(=O)C1CCOCC1)[C@H](C)CN(C(=O)Nc1ccc(C(F)(F)F)cc1)[C@@H](C)CO returned SIRT5 block 1, ERAP1 HTS inh -3, CASP6 VEID inh 0, DENV2 CPE 1, F508del corr 0.1 and ERp5 block 2.
O=C(CCNS(=O)(=O)c1ccc(Br)cc1)NCc1ccc(F)cc1 was read as SIRT5 block 0, ERAP1 HTS inh -2, CASP6 VEID inh 0, DENV2 CPE 6, F508del corr 1.0 and ERp5 block 5.
Screening Cn1cnc(CCNC(=O)C[C@H]2CC[C@H]3[C@@H](COC[C@H](O)CN3C(=O)Nc3ccccc3)O2)c1 returned SIRT5 block -7, ERAP1 HTS inh 2, CASP6 VEID inh -1, DENV2 CPE 3, miR-122 sensor -4[16.7 µM], F508del corr -3.5 and ERp5 block 2.
Screening CN(C)S(=O)(=O)c1ccc(C(=O)OCC(=O)N2CC3(C)CC2CC(C)(C)C3)cc1 (configuration not stated) returned SIRT5 block -2, ERAP1 HTS inh -10, CASP6 VEID inh 1, DENV2 CPE -5, miR-122 sensor -7, F508del corr -1.5 and ERp5 block 4.
For Cc1nnc(-c2ccc(Cl)cc2)[nH]c1=O the results were SIRT5 block -1, ERAP1 HTS inh -2, CASP6 VEID inh 0, DENV2 CPE 0, F508del corr 1.1 and ERp5 block -10.
`O=C(Cc1ccccc1)N1N=C(c2ccncc2)CC1(O)C(F)(F)F` (configuration not stated) gave SIRT5 block -1, ERAP1 HTS inh 0, CASP6 VEID inh 1, DENV2 CPE -4, miR-122 sensor -13, F508del corr -3.3 and ERp5 block 7.
For O=C(CSc1nnc(-c2ccccn2)o1)Nc1ccccc1C(F)(F)F the results were SIRT5 block -5, ERAP1 HTS inh -1, CASP6 VEID inh 0, DENV2 CPE 4, miR-122 sensor 5, F508del corr -0.2 and ERp5 block 4.
For COc1cc(C2CC(=O)c3c(O)cc(O)cc3O2)ccc1O (configuration not stated) the results were SIRT5 block 1, ERAP1 HTS inh 0, CASP6 VEID inh 5, DENV2 CPE -8, miR-122 sensor -1, F508del corr 2.2 and ERp5 block 3.
O=C(N/N=C/c1ccc([N+](=O)[O-])cc1)c1cccc2cc[nH]c12 was read as SIRT5 block -4, ERAP1 HTS inh -1, CASP6 VEID inh 2, DENV2 CPE 3, F508del corr 0.3 and ERp5 block -9.
Screening O=C(O)C1C2CCC(O2)C1C(=O)Nc1ccc(Br)cc1F (configuration not stated) returned SIRT5 block -1, ERAP1 HTS inh -1, CASP6 VEID inh 0, DENV2 CPE 3, miR-122 sensor -3, F508del corr -1.0 and ERp5 block 4.
`C(=C\n1nnc2ccccc21)/c1ccccn1` gave SIRT5 block -2, ERAP1 HTS inh 0, CASP6 VEID inh -1, DENV2 CPE -13, miR-122 sensor 11, F508del corr -0.7 and ERp5 block -3.
CCCN(C(=O)c1ccc(N2CCCC2=O)cc1)C1CCS(=O)(=O)C1 (configuration not stated) was read as SIRT5 block 1, ERAP1 HTS inh 1, CASP6 VEID inh -22, DENV2 CPE 9, miR-122 sensor -1, F508del corr 0.8 and ERp5 block 1.
O=C(C[C@@H]1C=C[C@@H](NC(=O)c2ccc3c(c2)OCO3)[C@@H](CO)O1)NCc1ccc(F)cc1 was read as SIRT5 block -1, ERAP1 HTS inh 2, CASP6 VEID inh -1, DENV2 CPE 5, F508del corr 1.4 and ERp5 block -1.
O=S(=O)(NCCCN1CCOCC1)c1ccc(Cl)cc1 was read as SIRT5 block 3, ERAP1 HTS inh -4, CASP6 VEID inh -10, DENV2 CPE -1, miR-122 sensor -3, F508del corr 2.9 and ERp5 block -1.
For CCC(=O)N1C[C@@H]2[C@H](c3ccccc31)[C@H](CO)N2C(=O)Nc1ccccc1 the results were SIRT5 block 1, ERAP1 HTS inh -1, CASP6 VEID inh -1, miR-122 sensor 42[16.7 µM], F508del corr -4.2 and ERp5 block 1.
CN1c2ccc(Cl)cc2C(=O)NC1C1CC=CCC1 (configuration not stated) was read as SIRT5 block -6, ERAP1 HTS inh -22, CASP6 VEID inh -2, DENV2 CPE 3, miR-122 sensor -5, F508del corr 0.6 and ERp5 block 3.
CCN1CC(CN(C)Cc2cn(-c3ccc(C)cc3)nc2-c2ccc(F)cc2)CC1=O (configuration not stated) was read as SIRT5 block -5, ERAP1 HTS inh 0, CASP6 VEID inh 2, F508del corr 1.4 and ERp5 block 0.
COc1ccccc1NC(=O)CSc1nc2sc(C)c(C)c2c(=O)n1C was read as SIRT5 block -6, ERAP1 HTS inh 3, CASP6 VEID inh 1, DENV2 CPE 3, miR-122 sensor -11, F508del corr -0.3 and ERp5 block -14.
CCc1ccc(CN(C(=O)c2oc3ccccc3c2C)C2CCS(=O)(=O)C2)cc1 (configuration not stated) was read as SIRT5 block -3, ERAP1 HTS inh 5, CASP6 VEID inh 1, DENV2 CPE -2, miR-122 sensor -5, F508del corr -4.3 and ERp5 block -15.

At a glance, 6 of the compounds above.
O=S(=O)(NCCCN1CCOCC1)c1ccc(Cl)cc1 was read as SIRT5 block 3, ERAP1 HTS inh -4, CASP6 VEID inh -10, DENV2 CPE -1, miR-122 sensor -3, F508del corr 2.9 and ERp5 block -1.
For CCC(=O)N1C[C@@H]2[C@H](c3ccccc31)[C@H](CO)N2C(=O)Nc1ccccc1 the results were SIRT5 block 1, ERAP1 HTS inh -1, CASP6 VEID inh -1, miR-122 sensor 42[16.7 µM], F508del corr -4.2 and ERp5 block 1.
CN1c2ccc(Cl)cc2C(=O)NC1C1CC=CCC1 (configuration not stated) was read as SIRT5 block -6, ERAP1 HTS inh -22, CASP6 VEID inh -2, DENV2 CPE 3, miR-122 sensor -5, F508del corr 0.6 and ERp5 block 3.
CCN1CC(CN(C)Cc2cn(-c3ccc(C)cc3)nc2-c2ccc(F)cc2)CC1=O (configuration not stated) was read as SIRT5 block -5, ERAP1 HTS inh 0, CASP6 VEID inh 2, F508del corr 1.4 and ERp5 block 0.
COc1ccccc1NC(=O)CSc1nc2sc(C)c(C)c2c(=O)n1C was read as SIRT5 block -6, ERAP1 HTS inh 3, CASP6 VEID inh 1, DENV2 CPE 3, miR-122 sensor -11, F508del corr -0.3 and ERp5 block -14.
CCc1ccc(CN(C(=O)c2oc3ccccc3c2C)C2CCS(=O)(=O)C2)cc1 (configuration not stated) was read as SIRT5 block -3, ERAP1 HTS inh 5, CASP6 VEID inh 1, DENV2 CPE -2, miR-122 sensor -5, F508del corr -4.3 and ERp5 block -15.

(next part)
For Cc1ccc(S(=O)(=O)NC(=O)c2ccccc2)cc1C(C)C the results were SIRT5 block 1, ERAP1 HTS inh 9, CASP6 VEID inh -2, DENV2 CPE -3, miR-122 sensor 15, F508del corr -0.8 and ERp5 block 2.
For Fc1ccc(-n2c(=S)[nH]c3cccnc32)cc1 the results were SIRT5 block 0, ERAP1 HTS inh -1, CASP6 VEID inh 0, DENV2 CPE 0, miR-122 sensor 9, F508del corr 3.0 and ERp5 block 2.
CCN(CC)S(=O)(=O)c1ccc(C)c(NC(=O)Cn2c(=O)cnc3ccccc32)c1 was read as SIRT5 block -5, ERAP1 HTS inh 0, CASP6 VEID inh 1 and ERp5 block 14.
`COc1ccc(/C=C2\CCc3ccccc3C2=O)c(OC)c1OC` gave SIRT5 block 0, ERAP1 HTS inh -1, CASP6 VEID inh 3, DENV2 CPE 3, miR-122 sensor 3, F508del corr -2.4 and ERp5 block 6.
`CCCCc1cc(=O)oc2c(C)c(OCC(=O)NCc3ccccn3)ccc12` gave SIRT5 block 2, ERAP1 HTS inh 1, CASP6 VEID inh -1, DENV2 CPE 0, miR-122 sensor -2, F508del corr -5.3 and ERp5 block 1.
Screening COc1cccc(-c2cnc3c(c2)C(=O)N([C@H](C)CO)C[C@@H](C)[C@@H](CN(C)C(=O)CN(C)C)O3)c1 returned SIRT5 block 2, ERAP1 HTS inh -8, CASP6 VEID inh 0, DENV2 CPE 12, miR-122 sensor 26[16.7 µM], F508del corr 1.1 and ERp5 block -1.
COc1ccc(C(C(=O)NC2CCCCC2)N(Cc2ccco2)C(=O)c2snc(C(N)=O)c2N)cc1 (configuration not stated) was read as SIRT5 block -5, ERAP1 HTS inh 5, CASP6 VEID inh -2, DENV2 CPE 5, miR-122 sensor -2, F508del corr 3.9 and ERp5 block 0.
Screening O=C(NCc1ccc2c(c1)OCO2)C1CCN(c2nccc(C(F)(F)F)n2)CC1 returned SIRT5 block -4, CASP6 VEID inh 1, DENV2 CPE 3, miR-122 sensor 3, F508del corr 0.2 and ERp5 block 9.
`O=C1NC[C@H](CCCCN2C[C@H](Cc3ccc(O)cc3)N(CC3CCCCC3)C(=O)C2=O)N(CCC2CCCCC2)C1=O` gave CASP6 VEID inh 2, DENV2 CPE -5, F508del corr 2.1 and ERp5 block -1.
C[C@@H]1CCCCO[C@H](CN(C)C(=O)Nc2cccc3ccccc23)[C@H](C)CN([C@@H](C)CO)C(=O)c2cc(NC(=O)C3CCCCC3)ccc2O1 was read as SIRT5 block 7, ERAP1 HTS inh -2, CASP6 VEID inh -2, DENV2 CPE 1, miR-122 sensor -14[16.7 µM], F508del corr -1.0 and ERp5 block 7.
Screening Cc1ccc(-n2nnnc2-c2cccc(C)c2)cc1 returned SIRT5 block -2, ERAP1 HTS inh -2, CASP6 VEID inh 2, DENV2 CPE 0, F508del corr -0.1 and ERp5 block 2.
For COC(=O)c1cc(C(=O)c2ccc(Cl)cc2)n2c(=O)/c(=C\N(C)C)sc12 the results were SIRT5 block 1, ERAP1 HTS inh -1, DENV2 CPE 1, F508del corr -2.1 and ERp5 block 0.
Screening CCOC(=O)C1CCN(S(=O)(=O)c2ccc(C)cc2)CC1 returned SIRT5 block -4, ERAP1 HTS inh 1, CASP6 VEID inh -3, DENV2 CPE 1, miR-122 sensor -8, F508del corr -0.6 and ERp5 block -1.
`COc1cccc(NC(=O)N(C)C[C@H]2Oc3ncc(C#Cc4ccc(F)cc4)cc3C(=O)N([C@H](C)CO)C[C@H]2C)c1` gave SIRT5 block 5, ERAP1 HTS inh 1, CASP6 VEID inh 0, DENV2 CPE 12, miR-122 sensor -11[16.7 µM], F508del corr 4.3 and ERp5 block 0.
For Cc1ccsc1/C=N/N1CCOCC1 the results were SIRT5 block 4, ERAP1 HTS inh -2, CASP6 VEID inh 1, DENV2 CPE 8, F508del corr -1.1 and ERp5 block 3.
`Fc1ccc(Cn2cc(C(=S)N3CCOCC3)c3ccccc32)cc1` gave SIRT5 block -2, ERAP1 HTS inh 15, CASP6 VEID inh 2, DENV2 CPE 2, miR-122 sensor 59, F508del corr -2.5 and ERp5 block 7.
`CC1CCN(Cc2nc(-c3ccc(Cl)cc3)no2)CC1` gave SIRT5 block -1, ERAP1 HTS inh 1, CASP6 VEID inh -4, DENV2 CPE 1, F508del corr -3.1 and ERp5 block 1.
Screening O=C1OC[C@@H]2CCCN2C(=O)[C@H](CC(=O)N(CCO)Cc2ccccc2)C/C=C\CC[C@@H]1Cc1ccc(F)cc1 returned SIRT5 block 0, ERAP1 HTS inh -2, CASP6 VEID inh 2, DENV2 CPE 1, miR-122 sensor -4, F508del corr -3.8 and ERp5 block -2.
COc1cccc(C(=O)N2CCN(Cc3nc(-c4ccoc4)oc3C)CC2)c1 was read as SIRT5 block 0, ERAP1 HTS inh -3, CASP6 VEID inh 0, DENV2 CPE 9, miR-122 sensor -6, F508del corr 0.5 and ERp5 block -2.
Screening CC(OC(=O)c1ccc2c(=O)n3c(nc2c1)CCC3)C(=O)Nc1ccc(C(N)=O)cc1 (configuration not stated) returned SIRT5 block 3, ERAP1 HTS inh 0, CASP6 VEID inh 0, DENV2 CPE 0, miR-122 sensor -3, F508del corr -0.9 and ERp5 block -7.
For O=C(OCC1OC2OC3(CCCCC3)OC2C2OC3(CCCCC3)OC12)c1ccccc1 (configuration not stated) the results were SIRT5 block -2, ERAP1 HTS inh 1, CASP6 VEID inh 1, DENV2 CPE 1 and ERp5 block 3.
CC(=O)c1cccc(NC(=O)NC(C)c2ccc3c(c2)OCO3)c1 (configuration not stated) was read as SIRT5 block 1, ERAP1 HTS inh -1, CASP6 VEID inh 0, DENV2 CPE -3, F508del corr -1.6 and ERp5 block 0.
